Source: PubChem
Sm TGR inh: inhibitors of Schistosoma mansoni thioredoxin glutathione reductase; purified TGR, DTNB reduction, TNB absorbance 405 nm; Potency, µM (titrated, usually from 114 µM), without a hit: at the highest dose activity change, negative = inhibition, hits mostly inhibitors; Q962Y6; AID 485364; actives 3% (n = 360,000); also: potency is read from the fitted curve at half-maximal effect; nearly all actives have a fitted effect of over 60% in size
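Kinetic colorimetric format: TGR-catalysed, NADPH-driven DTNB reduction monitored via TNB absorbance. Enzyme dispensed at 20 nM; compound exposure 15 min at room temperature before reaction start.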
HCMV antiviral: human cytomegalovirus inhibition; activity change, negative = inhibition, % at 57.5 µM; HFF cells, HCMV-luciferase reporter, 72 h; active compounds read low; actives 4.5% (n = 410,000); in the data active = activity change below about -60%; inconclusive = no clear call, values can overlap the other calls; inactive = above about -39%
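Human foreskin fibroblasts infected with luciferase-reporter HCMV at MOI 1 PFU/cell, compounds at two doses. Luciferase measured 72 h post infection; normalized to buffer-only basal and Salinomycin (10uM) controls.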
AMA1 RON2 block: inhibitors of Plasmodium falciparum AMA1-RON2 interaction; AlphaScreen AMA1-biotinylated RON2 peptide binding; AID 720542; actives 0.2% (n = 360,000); Potency, µM (top dose mostly 58.2 µM), for the others: top-dose activity change, negative = inhibition, usual class: inhibitors;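 also: potency is read from the fitted curve at half-maximal effect; 0% = vehicle wells and -100% = peptide control; nearly all actives have a fitted effect of over 45% in size; some results filed as inactive show a strong effect at the top dose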
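AMA1 (3D7) with his tag at 25 nM final met compounds first, then biotinylated RON2 peptide at 25 nM; detection used donor plus acceptor beads, 10 µg/mL apiece, read by AlphaScreen after 30 min at room temperature.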
FBPA Giardia inh: blocks Giardia fructose-bisphosphate aldolase activity | A8B2U2 | AID 2451 | actives 0.71% (n = 290,000) | Potency, µM (titrated, usually from 59.6 µM), for the others: at the highest dose activity, negative = inhibition, most hits filed as inhibitors | purified Giardia FBPA; also: potency is read from the fitted curve at half-maximal effect; nearly all actives have a fitted effect of over 55% in size
Target sequence (A8B2U2 whole entry, looked up): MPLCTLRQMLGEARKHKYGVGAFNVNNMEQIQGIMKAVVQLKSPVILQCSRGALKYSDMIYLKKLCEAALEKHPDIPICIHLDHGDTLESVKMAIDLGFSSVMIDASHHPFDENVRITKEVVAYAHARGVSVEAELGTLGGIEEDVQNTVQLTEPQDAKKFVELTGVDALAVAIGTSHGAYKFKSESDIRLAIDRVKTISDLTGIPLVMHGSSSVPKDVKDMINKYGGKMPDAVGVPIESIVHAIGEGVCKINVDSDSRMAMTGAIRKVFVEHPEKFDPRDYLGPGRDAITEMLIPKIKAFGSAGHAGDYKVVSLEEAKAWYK
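Giardia FBPA (40 nM reagent) was preincubated 10 min at RT with compound (up to 57.5 uM final), then substrate plus GAPDH/TPI/NAD/arsenate coupling system with diaphorase/resazurin was added; resorufin fluorescence (525/598 nm) was read after 20 min.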
AmpC inh detg: inhibitors of E. coli AmpC beta-lactamase with detergent; P00811; AmpC hydrolysis of nitrocefin, absorbance 480 nm, 0.01% Triton; Potency, µM (highest dose often 114 µM), for inactives: top-dose activity change, negative = inhibition, most hits filed as inhibitors; actives 0.041% (n = 370,000);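 also: potency is read from the fitted curve at half-maximal effect; 0% = no-compound wells and -100% = no-enzyme wells; nearly all actives have a fitted effect of over 25% in size; some results filed as inactive show a strong effect at the top dose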
Target sequence (P00811 whole entry, looked up): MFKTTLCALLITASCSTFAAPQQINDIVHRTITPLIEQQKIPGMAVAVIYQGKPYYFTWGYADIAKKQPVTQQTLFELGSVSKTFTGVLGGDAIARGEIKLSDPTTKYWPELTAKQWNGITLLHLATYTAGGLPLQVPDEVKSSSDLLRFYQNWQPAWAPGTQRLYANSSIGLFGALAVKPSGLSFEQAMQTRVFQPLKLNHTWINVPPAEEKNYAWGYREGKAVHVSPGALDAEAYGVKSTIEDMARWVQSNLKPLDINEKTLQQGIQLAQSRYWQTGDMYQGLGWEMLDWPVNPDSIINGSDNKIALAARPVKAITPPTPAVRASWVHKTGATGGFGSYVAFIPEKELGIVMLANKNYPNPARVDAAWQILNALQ
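20 mM phosphate pH 7.0 + 0.01% (detergent screen) or 0.0001% Triton X-100; 5.3 nM AmpC reagent; cpd preinc 15 min RT; nitrocefin (800 uM stock) to start; A480 q20 s × 4 min; Activity was normalised to no-enzyme and no-compound control wells.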
AmpC inh no detg: blocks E. coli AmpC beta-lactamase in detergent-free assay; P00811; AmpC nitrocefin hydrolysis, absorbance 480 nm, 0.0001% Triton; Potency, µM (doses to about 57.1 µM), inactives show top-dose activity change, negative = inhibition, hits mostly inhibitors; actives 0.52% (n = 330,000); AID 485341;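 also: potency is read from the fitted curve at half-maximal effect; plate controls were no compound for no effect and no enzyme for full effect; nearly all actives have a fitted effect of over 20% in size; some results filed as inactive show a strong effect at the top dose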
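20 mM phosphate pH 7.0 + 0.01% (detergent screen) or 0.0001% Triton X-100; 5.3 nM AmpC reagent; cpd preinc 15 min RT; nitrocefin (800 uM stock) to start; A480 q20 s × 4 min; Activity was normalised to no-enzyme and no-compound control wells.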
* hit, by the source's call; ? = inconclusive; / = no result given; [ ] = remark or other dose. Unless noted, calls follow the shape of the dose curve; as a rule, active = well fitted curve in the direction sought with a large enough effect; inconclusive = small, poorly fitted or top-dose-only effect, or another doubt; inactive = no such curve, though single readings can be large; an effect the other way counts as inactive or inconclusive. Unless noted, % is scaled to controls: 0 for no effect and ±100 for the full control effect.

Each structure is followed by: Sm TGR inh, HCMV antiviral, AMA1 RON2 block, FBPA Giardia inh, AmpC inh detg, AmpC inh no detg
1) CCOC(=O)C1CCN(C(=O)COC(=O)CNC(=O)c2ccc(OC)cc2)CC1
→ -3%, 24, -5%, 3%, -7%, -9%
2) CC(C)n1cc(C(=O)N2CCCC(N3CCN(c4ccc(F)cc4)CC3)C2)cn1 (stereo not drawn)
→ 1%, 8, -4%, /, 2%, 37%
3) CC1CCCCC1NC(=O)CSc1nnc(COc2ccccc2Cl)o1 (stereo not drawn)
→ 1%, 91, 8%, -1%, 2%, 3%
4) COc1ccc(CC(=O)NNC(=O)CCc2ccccc2)cc1OC
→ 6%, -14, 41%[activator], -3%, 3%, -14%
5) O=C(Nc1ccccc1Cl)/C(Cl)=C(\Cl)S(=O)c1ccccc1 (stereo not drawn)
→ /, -100*, -16%, 0%, -1%, -21%
6) CC(=O)c1ccc(OCC(C)Oc2ccc(C#N)cc2)cc1 (stereo not drawn)
→ -33%, -21, -1%, 4%, 6%, -9%
7) C=CCn1c(CNC(=O)c2ccccc2C)nnc1SCC(=O)NC1CCCC1
→ 6%, 36, 9%, -3%, 0%, 0%
8) COc1ccc(C)cc1NC(=O)C1CCC(CNS(=O)(=O)c2ccc3c(c2)CCCC(=O)N3)CC1 (stereo not drawn)
→ 4%, 39, /, /, 3%, /
9) O=c1[nH]c2ccccc2c(=O)n1Cc1ccccc1
→ -3%, 59, 4%, 7%, -2%, -22%
10) Cc1c(C(=O)NC2CCCCC2)oc2ccccc12
→ 26%, 43, -11%, -1%, -4%, -18%
11) COC(=O)Nc1nnc(-c2ccc(OC)cc2)s1
→ 7%, 131, -4%, 5%, 0%, -15%
12) O=C(Nc1cccnc1)c1scc2c1OCCO2
→ 8%, -22, 23%, 4%, -4%, -10%
13) C(=N\n1cnnc1)/c1ccc(N2CCOCC2)cc1
→ -8%, 9, 7%, 0%, ?, -7%
14) Fc1ccc(N2CCN(c3nnnn3-c3ccccc3)CC2)cc1
→ 0%, ?, 5%, 9%, 1%, -15%
15) CC1=NN(C(C#N)c2ccccc2C)C(C)(C)C1 (stereo not drawn)
→ -3%, -65*, -5%, -2%, ?, -23%
16) COC(=O)c1[nH]c2ccc(Cl)cc2c1NC(=O)CN1CCC(C(N)=O)CC1
→ 1%, -2, 10%, -2%, -9%, -2%
17) Cc1cccn2c(=O)c3cc(C(=O)NCCN4CCOCC4)n(C)c3nc12
→ 0%, -2, 5%, /, -3%, -12%
18) CCOC(=O)Cn1c(=NC(=O)C2CC2)sc2c(C)cc(C)cc21
→ 66%[activator], 10, -9%, 13%, 4%, -21%
19) O=S1(=O)N=C(Oc2ccccc2)c2ccccc21
→ 13%[11.4 µM], 17, -9%, 10%, -4%, -13%
20) O=C(COc1ccc(Br)cc1CO)Nc1ccccc1F
→ 0%, 54, 5%, 5%, -11%, -16%
21) O=C(COC(=O)/C=C/c1nc2ccccc2s1)Nc1cccc2ccccc12
→ -8%, -16, 7%[11.6 µM], -3%, 0%, -17%
22) CCCC(=O)Nc1cc(C)c(NC(=O)c2cccs2)cn1
→ 0%, -38, 8%, 4%, -12%, -9%[11.4 µM]
23) C#CCOCCOCCOCCNc1nc(N2CCOCC2)nc(N2CCN(C(=O)[C@H](Cc3ccc(O)cc3)n3cc([C@@H](N)C(C)CC)nn3)CC2)n1 (stereo partly drawn)
→ -22%, 1, 0%, 6%, 6%, 142%[activator]
24) O=C(CN1C(=O)c2ccccc2S1(=O)=O)NCc1cccs1
→ -4%, 17, -12%, /, 0%, -19%
25) O=C1c2cccc3cccc(c23)C(=O)N1Cc1ccco1
→ /, -1, -7%, 3%, -2%, -14%
26) O=C(C[C@@H]1C/C=C\C[C@@H](NC(=O)OCC2c3ccccc3-c3ccccc32)C(=O)OCCNC1=O)N[C@@H](CO)Cc1ccccc1
→ /, -8, -6%, /, /, 193%[activator]
27) CCCSC1=N/C(=C\c2ccsc2)C(=O)S1
→ 5%, -11, 19%, -1%, 1%, -41%
28) O=C(/C=C\c1ccc2c(c1)OCO2)Nc1c2c(nn1-c1ccc(Cl)cc1)CSC2
→ -15%, 6, 0%, 0%, -10%, -38%
29) COc1ccc(OC)c(N=Cc2c(O)[nH]c3ccccc23)c1
→ -5%, 38, -19%, -1%, ?, -8%
30) CCN(CCCNC(=O)C1CCCN(S(=O)(=O)CC)C1)c1cccc(C)c1 (stereo not drawn)
→ -7%, -14, -8%, 11%, -4%, 146%[activator]

Entries by screen from above:
AmpC inh no detg for nos. 21–30 → -17%, -9%[11.4 µM], 142%[activator], -19%, -14%, 193%[activator], -41%, -38%, -8%, 146%[activator]

(more compounds)
Each structure is followed by: Sm TGR inh, HCMV antiviral, AMA1 RON2 block, FBPA Giardia inh, AmpC inh detg, AmpC inh no detg
31) O=S(=O)(NN=C1CCCCCCC1)c1ccc(Br)cc1
→ -14%, -13, -13%, -3%, 6%, -23%
32) COC(=O)[C@@]1(Cc2ccccc2)[C@H]2C(=O)N(C)C(=O)[C@H]2[C@H]2CN=C(SCc3ccc(C)cc3)N21
→ /, -2, -3%, /, /, 192%[activator]
33) CCOC(=O)/C(C#N)=C/Nc1ccccc1NS(=O)(=O)c1cccc(C(C)=O)c1
→ -7%, -16, 75%[activator], 15%, -11%, -13%
34) Cn1cc(S(=O)(=O)N2CCCCCC2)cc1C(=O)NCc1ccc(Cl)cc1
→ -7%, -4, /, /, -1%, /
35) COc1ccccc1N1CCN(C(=O)C(OC(C)=O)c2ccccc2)CC1 (stereo not drawn)
→ -7%, 63, ?, 8%, 2%, 53%
36) Cc1onc(-c2ccccc2Cl)c1C(=O)Nc1cccc(-c2nc3ncccn3c2C)c1
→ 27%, ?, 2%, 7%, -2%, 81%[activator]
37) N#Cc1c(N)nc2c(c1N)CC(=O)N2c1ccccc1-c1ccccc1
→ -29%, 69, -7%, -2%, -6%, -30%
38) Cn1ncc(Cl)c1C(=O)Nc1ccncc1
→ -9%, -3, -15%, 4%, -13%, -15%
39) CCC(=O)NC(c1ccccc1Cl)c1c(O)ccc2ccccc12 (stereo not drawn)
→ -5%, ?, 5%, -15%, -10%, -57%
40) CCOC(=O)c1cc(S(=O)(=O)NCc2ccc3c(c2)OCO3)cn1C
→ 2%, 29, 8%, -3%, -2%, -5%
41) COc1ccc([N+](=O)[O-])cc1NS(=O)(=O)c1ccccc1
→ 3%, -6, 9%, -8%, 10%, -14%
42) Cc1ccc(CN(C)C(=O)CCc2c[nH]c3ccccc23)o1
→ -11%, 30, -14%, -15%, 0%, 0%
43) Cc1ccc(N2C(=O)NC(=O)/C(=C\c3ccoc3)C2=O)cc1
→ -10%, 15, -1%, -5%, 4%, -30%
44) Cc1c(CNC2CCC(C)CC2)c(C(=O)O)c(C)n1Cc1ccc(Cl)cc1 (stereo not drawn)
→ -6%, -13, /, /, 20%, /
45) CC(=O)Nc1ccc(C(=O)CSc2nnc(Cc3ccccc3)o2)cc1
→ -1%, -12, 0%, -4%, -1%, 0%
46) COc1cc(/C=N/Nc2ccc(Cl)c(C(=O)O)c2)ccc1OCC(=O)N1C(C)CCCC1C (stereo not drawn)
→ -28%, /, 7%, 0%, -11%, -24%
47) CCOC(=O)C(/C=C(\C#N)C(=O)OCC)=C(/N)N1CCN(c2ccccc2)CC1
→ -19%, -5, 2%, 6%, 0%, 43%
48) Cc1c(NC(=O)C(c2ccccc2)c2ccccc2)cccc1C(=O)O
→ 0%, 36, -6%, 10%, 4%, -18%
49) Cc1ccc(CNC(=O)C2CCN(S(=O)(=O)c3c(C)noc3/C=C/N(C)C)CC2)cc1
→ 1%, -17, -11%, /, 0%, 7%
50) Cn1nnnc1SCCNC(=O)C1CCC(=O)N(CCc2ccccc2)C1 (stereo not drawn)
→ 6%, 10, 0%, -8%, -5%, 0%
51) CC(=O)Nc1ccc(NC(=O)CSc2nccn2C)cc1
→ -2%, 12, /, /, -3%, /
52) CCOc1ccc(N2CC(NC(=O)c3ccc(S(=O)(=O)N4CCOCC4)cc3)CC2=O)cc1 (stereo not drawn)
→ 1%, -1, /, /, 0%, /
53) O=C(NCc1cccs1)c1cccc(N2CCCC2=O)c1
→ 11%, 44, -1%, 3%, -10%, -13%
54) O=C(c1ccco1)N1CCN(C(=O)C2CCN(S(=O)(=O)Cc3ccccc3)CC2)CC1
→ ?, -18, 0%, 5%, -13%, -6%
55) O=C(COCc1cc(-c2ccco2)on1)Nc1cccc(O)c1
→ 3%, 0, /, /, -8%, /
56) O=C(Nc1ccccc1)c1ccc(NC(=O)C2CC2)cc1
→ 3%, /, -2%, 3%, -2%, -8%
57) CCn1c(C)c(C(C)=O)c(NCc2ccccc2)nc1=S
→ -19%, -81*, -2%, -20%, -7%, -15%
58) CC(C)(C)NC(=O)c1cccc(NC(=O)c2ccc3c(c2)C(=O)N(C(C)(C)C)C3=O)c1
→ -13%, 20, -9%, -11%, ?, -8%
59) Cc1ccc(NC(=O)c2cccc(OC(F)F)c2)c(OC(F)F)c1
→ -13%, ?, 4%, 2%, -8%, -17%
60) COc1ccc(-n2c(C)nc3c(cnn3-c3ccccc3)c2=O)cc1
→ 0%, ?, 0%, 1%, ?, -9%
61) Cn1c(=O)c2c(-c3ccc(Br)cc3)n(Cc3ccc(F)cc3)cc2n(C)c1=O
→ -2%, ?, /, /, 21%, /
62) CCc1cc(C(=O)OC)c(NC(=O)CN2CCN(C(=O)c3ccco3)CC2)s1
→ -16%, 20, 6%, /, -7%, 18%
63) Cc1ccc(OCC(=O)c2c(O)c3ccccc3oc2=O)cc1C
→ -15%, -12, 3%, -15%, -4%, -40%
64) CCN(CC)c1ccc(NC2=C(Cl)C(=O)c3ccccc3C2=O)cc1
→ 2.2µM*, /, 6.3µM*, ?, ?, -23%
65) O=C(CSc1nnnn1-c1ccc(F)cc1)c1ccc(O)c(O)c1
→ -22%, 27, 22%, ?, -5%, -45%
66) COc1ccccc1CC(=O)Nc1ccc(F)cc1F
→ 8%, -29, 3%, 4%, -5%, -13%
67) Cc1ccc(-c2nnn3c2nc(NCC(C)c2ccccc2)c2ccccc23)cc1 (stereo not drawn)
→ -17%, ?, /, /, 1%, /
68) O=C(CS(=O)(=O)c1cccc2nsnc12)NCc1ccccc1
→ 3%, 1, /, /, 0%, /
69) O=C(NC1CCCCCCC1)c1ccc(Br)o1
→ 0%, 20, 6%, -5%, ?, 79%

A different layout for part of the listing above:
27: CCCSC1=N/C(=C\c2ccsc2)C(=O)S1
28: O=C(/C=C\c1ccc2c(c1)OCO2)Nc1c2c(nn1-c1ccc(Cl)cc1)CSC2
29: COc1ccc(OC)c(N=Cc2c(O)[nH]c3ccccc23)c1

assay / compound	27	28	29
Sm TGR inh	5%	-15%	-5%
HCMV antiviral	-11	6	38
AMA1 RON2 block	19%	0%	-19%
FBPA Giardia inh	-1%	0%	-1%
AmpC inh detg	1%	-10%	?
AmpC inh no detg	-41%	-38%	-8%
